Source: PubChem BioAssay
Kir21 block = inhibitors of mouse Kir2.1 inward-rectifier potassium channel; HEK293-Kir2.1, FluxOR thallium flux fluorescence; hits give low values; Inward rectifier potassium channel 2 (Mus musculus), P35561; B-score at 10 µM; hit rate 0.85% among 310,000; AID 1672, 2009;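 active means fluorescence ratio B-score at or below minus 3 SD of library scores, with starting-brightness B-score within 2 SD, cut at about -4.2 in these data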;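 further: channel flux triggered by added potassium and thallium sulfate stimulus; B-score of peak minus minimum fluorescence over baseline after thallium stimulus; more negative B-score means stronger Kir2.1 block with less thallium influx; some compounds called inactive have numbers as strong as hits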
Target sequence (P35561 whole entry, looked up): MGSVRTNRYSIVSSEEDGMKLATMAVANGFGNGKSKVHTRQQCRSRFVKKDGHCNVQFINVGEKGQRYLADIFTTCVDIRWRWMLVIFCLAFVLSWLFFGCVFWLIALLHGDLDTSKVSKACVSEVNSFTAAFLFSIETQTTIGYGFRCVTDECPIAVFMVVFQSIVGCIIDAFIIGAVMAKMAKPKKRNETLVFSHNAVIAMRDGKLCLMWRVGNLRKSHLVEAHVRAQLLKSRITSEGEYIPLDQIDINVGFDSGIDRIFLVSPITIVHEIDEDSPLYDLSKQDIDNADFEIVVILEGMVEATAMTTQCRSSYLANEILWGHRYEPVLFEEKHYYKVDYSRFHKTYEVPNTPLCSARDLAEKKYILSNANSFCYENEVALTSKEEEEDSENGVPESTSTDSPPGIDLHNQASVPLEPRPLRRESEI
KCNQ2 block = KCNQ2 potassium channel inhibitors, primary screen, cell-based, CHO-K1, FluxOR thallium flux, B-score (AID 2156); hit rate 1.1% among 310,000; Potassium voltage-gated channel subfamily KQT member 2 (Rattus norvegicus), O88943; B-score at 10 µM; 20 min; hits give low values;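 active means fluorescence ratio B-score at most minus 3 library SDs, with starting brightness B-score within 2 library SDs, cut at about -5.5 in these data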
STK33 kinase inh = inhibitors of purified STK33 kinase, primary screen, biochemical, ADP-Glo luminescence, homogeneous, cell-free | Serine/threonine-protein kinase 33 (Homo sapiens), Q9BYT3 | MBP phosphorylation | inhibition, % at 10 µM | hit rate 0.073% among 320,000;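 active means inhibition at or above 25%, using the most active replicate where run in duplicate; inactive means inhibition below 25%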
Target sequence (Q9BYT3 whole entry, looked up): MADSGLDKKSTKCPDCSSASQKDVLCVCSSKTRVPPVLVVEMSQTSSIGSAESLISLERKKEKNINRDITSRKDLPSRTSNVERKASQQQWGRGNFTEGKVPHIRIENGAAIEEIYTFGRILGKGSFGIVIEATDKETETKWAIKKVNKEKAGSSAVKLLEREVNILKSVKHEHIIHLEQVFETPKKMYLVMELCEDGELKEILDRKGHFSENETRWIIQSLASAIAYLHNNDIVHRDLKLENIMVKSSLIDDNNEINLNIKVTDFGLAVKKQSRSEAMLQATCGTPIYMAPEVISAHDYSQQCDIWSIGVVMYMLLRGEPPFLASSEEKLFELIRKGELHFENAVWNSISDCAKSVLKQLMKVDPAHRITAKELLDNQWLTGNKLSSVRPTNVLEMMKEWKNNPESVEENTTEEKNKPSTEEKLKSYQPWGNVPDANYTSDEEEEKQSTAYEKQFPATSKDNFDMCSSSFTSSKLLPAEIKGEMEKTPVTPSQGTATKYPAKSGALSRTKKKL
The depositor's hits bear a star; i = inactive; / = not tested or not shown.

SMILES	Kir21 block	KCNQ2 block	STK33 kinase inh
CCCCn1c(N)c(N(CC)C(=O)c2cc(OC)cc(OC)c2)c(=O)[nH]c1=O	-0.85	i	-1.8
COc1ccc(S(=O)(=O)Nc2cccc(S(=O)(=O)N3CCCC3)c2)cc1OC	0.01	i	-1.2
CC(C)NC(=O)C(c1ccc(F)cc1)N(C(=O)CCC(=O)Nc1ccccn1)c1ccccc1F (stereo not given)	1.3	i	-1.3
COc1ccc(CNC(=O)CSc2nnc(NC(=O)c3ccccc3F)s2)cc1	1.5	i	-1.6
Cc1ccc(/C=C/C(=O)O)cc1S(=O)(=O)N1CCc2ccccc21	-1.4	i	-0.5
CC(NC(=O)c1cccs1)c1ccc(Cl)cc1 (stereo not given)	0.29	i	-3.8
CCOC(=O)C1CCCN(C(=O)c2cc(CN3C(=O)c4ccccc4C3=O)ccc2OC)C1 (stereo not given)	0.07	i	-0.8
Cc1cc(O)c2c(c1)C(=O)c1cc(O)cc(O)c1C2=O	-0.11	i	4.0
COCC(=O)Nc1cccc(Br)c1	0.05	i	-1.2
C=C1CCN([C@@H](C)C(=O)OCc2cccc(C)c2)S(=O)(=O)c2ccccc21	-0.1	i	0.1
CCc1ccccc1N(CC(=O)Nc1cccc(N(C)S(C)(=O)=O)c1)S(C)(=O)=O	2.7	i	-0.7
CCc1nnc(N2CCN(c3ncnc4c3oc3ccccc34)CC2)s1	-3.5	i	/
COc1ccc(N2CC(C(=O)NCCc3c[nH]c4ccccc34)CC2=O)cc1 (stereo not given)	-0.13	i	-0.5
CCCCC(=O)Nc1ccc(C(=O)Nc2ccc(S(=O)(=O)Nc3nccc(C)n3)cc2)cc1	1.1	i	-0.1
CC(C)Cc1cc(C(=O)N2CCCC(C(=O)c3cc(F)ccc3F)C2)n(C)n1 (stereo not given)	-1.7	i	-2.5
CCN(CC)S(=O)(=O)c1ccc(OCCNS(C)(=O)=O)cc1	0.01	i	0.2
Cc1cc(C)nc(NN=C2CCCC2)n1	0.39	i	0.7
CCc1cc(C(c2ccc(F)cc2)N2CCOCC2)c(NC(=O)c2ccccc2)s1 (stereo not given)	1.2	i	-0.7
CCOC(=O)c1cnc2c(C)cc(Cl)cc2c1N1CCN(C)CC1	1.7	i	-0.3
C(=C\c1ccccn1)/c1ccncc1	-1.2	i	-2.6
Cc1nn(-c2ccc(N3CCCCC3)nn2)c(C)c1CCC(=O)Nc1ccc(F)cc1	-1.3	i	-0.8
O=C1CSC2(C(=O)N3CCCc4cccc2c43)N1c1cccc(C(F)(F)F)c1 (stereo not given)	-2.6	i	-0.7
O=S(=O)(NCc1ccccn1)c1ccc(F)cc1	0.27	i	0.1
Cc1ccc(C(=O)Nc2cccc(-c3cnc4ccccc4n3)c2)cc1	-0.41	i	-1.1
COc1ccc(/C=N/NC(=O)CNC(=O)c2ccncc2)cc1OC	1.7	i	2.2

At a glance, some entries already given:
SMILES	Kir21 block	KCNQ2 block	STK33 kinase inh
Cc1cc(C)nc(NN=C2CCCC2)n1	0.39	i	0.7
CCc1cc(C(c2ccc(F)cc2)N2CCOCC2)c(NC(=O)c2ccccc2)s1 (stereo not given)	1.2	i	-0.7
CCOC(=O)c1cnc2c(C)cc(Cl)cc2c1N1CCN(C)CC1	1.7	i	-0.3
C(=C\c1ccccn1)/c1ccncc1	-1.2	i	-2.6
Cc1nn(-c2ccc(N3CCCCC3)nn2)c(C)c1CCC(=O)Nc1ccc(F)cc1	-1.3	i	-0.8
O=C1CSC2(C(=O)N3CCCc4cccc2c43)N1c1cccc(C(F)(F)F)c1 (stereo not given)	-2.6	i	-0.7
O=S(=O)(NCc1ccccn1)c1ccc(F)cc1	0.27	i	0.1

Remaining list, next part
SMILES	Kir21 block	KCNQ2 block	STK33 kinase inh
COC(=O)c1ccc(CNC(=O)c2sccc2-c2ccccc2)cc1	0.66	i	-1.0
COc1ccc(NC(=O)c2ccc(-c3ccc([N+](=O)[O-])cc3)o2)cc1OC	-0.13	i	0.8
C=CCn1c(=O)c2ccccc2n2c(SCC(=O)N3CCCc4ccccc43)nnc12	0.08	i	0.1
O=C1C=C(N2CCCCC2)c2ccccc2C1=O	1.6	i	6.5
CC(C)CC(=O)Nc1ccccc1N1CCN(C(=O)c2ccccc2)CC1	0.8	i	0.5
CC(=O)Nc1ccc2c(c1)C(=O)N(C1CCCCC1)C2=O	-0.2	i	1.8
c1ccn2c(SCc3cn4ccsc4n3)nnc2c1	1.2	i	-2.0
Cn1c(SCC(=O)NCc2ccc(F)cc2)nc2ccccc21	-1.9	i	-1.2
CCn1c(=O)c(C(=O)NCCc2ccccc2)c(O)c2ccccc21	-1.6	i	-2.6
CCC(NC(=O)Cn1cnc2c(=O)n(C)c(=O)n(C)c21)c1ccccc1 (stereo not given)	0.44	i	-0.4
CCc1ccc(-n2ccc(=O)c(C(=O)O)n2)cc1	0.07	i	-1.7
COc1ccc(/C=N/n2c(C)nc3ccccc3c2=O)cc1	-1.4	i	-0.4
CCOc1ccc(-n2c(SCC(=O)Nc3ccccc3C)n[nH]c2=O)cc1	1.1	i	-0.5
O=C(c1cc2c(ccc3ccccc32)o1)N1CCN(c2ncc(C(F)(F)F)cc2Cl)CC1	-0.49	i	-1.3
COc1ccc2c(=O)cc(-c3cccnc3)oc2c1OC	0.33	i	-0.4
CCn1c(SCC(=O)NC2CCCc3ccccc32)nnc1-c1ccncc1 (stereo not given)	2.9	i	-1.3
Cc1cc(C(=O)COC(=O)c2ccc(N)c([N+](=O)[O-])c2)c(C)n1-c1ccc2c(c1)OCO2	1.8	i	-0.8
O=C(NCCc1ccccc1)C1CCN(S(=O)(=O)c2ccc(-c3nn[nH]n3)cc2)CC1	0.79	i	1.0
CCOCCn1c(CN2CCCCC2)nc2c1c(=O)n(C)c(=O)n2C	-0.01	i	0.7
CCCCOc1ccc(/C(O)=C2/C(=O)C(=O)N(CCN(C)C)C2c2ccc(O)c(OC)c2)cc1 (stereo not given)	0.75	i	-0.6
C=CCN1C(=O)CSC1=Nc1ccc(O)cc1	1.5	i	-1.3
CCCCn1c(=NC(=O)c2cccnc2)c(C(=O)OCC)cc2c(=O)n3ccccc3nc21	3.2	i	/
COC(=O)C1=CN(CC2CCCO2)C=C(C(=O)OC)C1c1cccc(O)c1 (stereo not given)	-0.67	i	2.0
CCC(=O)N1CCc2cc(S(=O)(=O)NCCC(=O)Nc3cc(C)cc(C)c3)ccc21	1	i	-0.5
Oc1ccc2c(c1)C1CCCC1(N1CCOCC1)O2 (stereo not given)	-0.13	i	-0.6
SMILES	Kir21 block	KCNQ2 block	STK33 kinase inh
N#Cc1c(SCC(=O)O)nc(N2CCCCC2)c2c1CCCC2	2.4	i	1.7
COc1cccc(-n2cn[nH]c2=S)c1	-1.5	i	-0.5
O=C(NC1(C(F)(F)F)NC(=O)N(C2CCCC2)C1=O)C1CC1 (stereo not given)	-0.57	i	0.0
COc1ccc(CCNC(=O)c2ccc3c(c2)OCO3)cc1	-0.05	i	-0.4
Cc1cc(CN2CCC(n3nccc3NC(=O)c3ccccc3Cl)CC2)cc(C)c1O	1.2	i	-1.5
Cc1ccc2c(CC(=O)OCC(=O)Nc3ccc(Cl)cn3)coc2c1	0.56	i	-0.7
COc1ccc(S(=O)(=O)N=C2C=C(C)C(=O)C(C)=C2)cc1	-0.12	i	0.8
Cn1c(CNc2ccccc2)cc(=O)n(C)c1=O	-0.56	i	1.0
CCOC(=O)N1CCN(C2=C(NS(=O)(=O)c3ccc(NC(C)=O)cc3)C(=O)c3ccccc3C2=O)CC1	0.02	i	0.9
COc1cccc(C(=O)NCC(=O)N/N=C/c2ccc3c(c2)OCO3)c1	-0.82	i	0.5
CCc1c(C(=O)Nc2ccccc2C(N)=O)csc1C	-0.16	i	-1.4
COc1cc([N+](=O)[O-])ccc1NC(=O)C1C2C=CC(C2)C1C(=O)O (stereo not given)	0.4	i	-2.7
CCCCOC(=O)CSc1nc(N)c(C#N)c(-c2ccc(OCC)cc2)c1C#N	-2.1	i	-1.6
O=C(O)c1cc(NN=Nc2cccc(S(=O)(=O)O)c2)cc([N+](=O)[O-])c1	0.63	i	-2.0
CC(CC(=O)Nc1nnc(C(C)(C)C)s1)c1ccccc1 (stereo not given)	0.02	i	0.0
Cc1ccc(S(=O)(=O)N(C)c2ccc3sc(C)nc3c2)cc1	-3.2	i	-1.3
CCOc1ccccc1N1Cc2ccccc2C1	-1	i	1.3
Cc1ccc(NCc2nc3ccccc3n2C)c(C)c1	-0.01	-6.6*	2.2
Cc1ccc(CN2CCN(Cc3cnc(N4CCOCC4)s3)CC2CCO)o1 (stereo not given)	-0.58	i	-1.2
CC1=C(C(=O)OCC2CCCO2)C(c2coc3ccccc3c2=O)C2=C(CCCC2=O)N1 (stereo not given)	0.12	i	-2.9
CSCCC(NS(=O)(=O)c1ccc2c(c1)oc(=O)n2C)C(=O)NCc1ccccc1 (stereo not given)	1.5	i	5.5
O=c1c2ccccc2nc(SCc2cn3ccsc3n2)n1-c1ccccc1	-1.8	i	-1.1
O=[N+]([O-])c1cccc(S(=O)(=O)N2CCN(c3ccccn3)CC2)c1	0.95	i	-0.3
COc1ccc(CCNC(=O)CN(c2ccc(OC)c(OC)c2)S(=O)(=O)c2ccccc2)cc1OC	0.16	i	0.5
COc1ccc(-c2csc3nc(-c4ccc(C)cc4)oc(=O)c23)cc1OC	-0.32	i	-0.4

An excerpt from above in order of SMILES length, high to low.
SMILES	Kir21 block	KCNQ2 block	STK33 kinase inh
COc1ccc(-c2csc3nc(-c4ccc(C)cc4)oc(=O)c23)cc1OC	-0.32	i	-0.4
Cc1ccc2c(CC(=O)OCC(=O)Nc3ccc(Cl)cn3)coc2c1	0.56	i	-0.7
N#Cc1c(SCC(=O)O)nc(N2CCCCC2)c2c1CCCC2	2.4	i	1.7

Following part
SMILES	Kir21 block	KCNQ2 block	STK33 kinase inh
COc1ccccc1N1CCN(C(=O)COc2cc(C)cc(C)c2)CC1	-0.65	i	5.3
CCCCN(C(=O)CCCSc1nc2ccccc2[nH]1)c1c(N)n(Cc2ccccc2)c(=O)[nH]c1=O	0.47	i	-1.6
Cc1[nH]nc2nc(SCC(=O)NCC3CCCO3)n(-c3ccc(Br)cc3)c(=N)c12 (stereo not given)	-0.46	i	3.4
CC1(C)CC(NC2C3CC4CC(C3)CC2C4)CC(C)(C)N1 (stereo not given)	-2.2	i	-0.8
Cc1sc2ncn(CC(=O)N3CCC(C(N)=O)CC3)c(=O)c2c1S(=O)(=O)N1CCOCC1	-1.5	i	-1.0
O=S(=O)(NC(=S)NC1CCCCC1)c1cccs1	-0.12	i	-1.3
CCC(=O)Nc1ccc2c(c1)C(=O)c1ccccc1C2=O	-0.51	i	1.4
CCc1noc(C)c1C(=O)NCCc1ccc(Cl)cc1	-1.8	i	-0.1
CCCn1c(=O)c(C(=O)NCc2ccncc2)c(O)c2ccccc21	1	i	1.0
COc1cc2c(cc1OC)C(C)N(C(=O)c1cc3c(s1)-c1c(C)cccc1OC3)CC2 (stereo not given)	0.49	-6.7*	-1.1
N#CC1=C(N)Nc2ncnn2C1c1ccc(F)cc1 (stereo not given)	-0.55	i	6.2
COc1ccc(CCNC(=O)C2(C)CCC(=O)N2Cc2ccc3c(c2)OCO3)cc1OC (stereo not given)	1.6	i	-1.9
NNC(=O)CCc1ccc(S(=O)(=O)N2CCOCC2)cc1	0.04	i	0.9
c1ccc(OCCOc2ncnc3sccc23)cc1	1.6	i	-0.5
COc1ccccc1Cn1nnc2c(=O)[nH]c(C3CCN(C(=O)c4ccc(C)cc4)CC3)nc21	1.4	i	-0.2
O=S(=O)(NCc1cc(-c2ccccc2)no1)c1ccc(Cl)cc1	0.71	i	-0.7
COc1ccc(N(C(=O)c2ccc(C)cc2)S(=O)(=O)c2cccs2)cc1	-0.63	i	-0.3
Cc1c(C(=O)Nc2ccc(Cl)cc2)c2ccccn2c1C(=O)c1ccc([N+](=O)[O-])cc1	-0.48	i	0.1
CC(C)C(NS(=O)(=O)c1cccc2nsnc12)C(=O)N1CCc2ccccc2C1 (stereo not given)	-1.7	i	0.4
C=CCn1c(-c2ccccc2OC)n[nH]c1=S	2.4	i	1.2
O=C(NCc1ccco1)/C(=C/C=C/c1ccccc1)NC(=O)c1ccco1	1.2	i	0.0
CCCCOc1ccc(C(=O)N/C(=C/C=C/c2ccccc2)C(=O)O)cc1	0.91	i	-1.8
NS(=O)(=O)c1ccc(CCNC(=O)CNC(=O)Cc2cccc3ccccc23)cc1	-0.23	i	-1.4
CN1C[C@@H]2C(c3ccc(C(F)(F)F)cc3)C3(c4cccnc4)CC2(C3)[C@H]1c1ccccc1 (stereo not given in full)	0.06	i	3.6
Clc1cc(Cl)c(OCc2nc(-c3ccccn3)no2)cc1Cl	-0.05	i	-2.1
CNC(=O)c1[nH]cnc1C(=O)N[C@@H](C)C(=O)OCc1ccccc1	-0.54	i	-1.6
COc1ccc(Cc2nc3ccc(C(=O)NC(C)Cc4ncccc4C)cc3o2)cc1OC (stereo not given)	-0.86	i	-2.5
CCc1cc(=O)oc2cc(OC(=O)CN3C(=O)NC4(CCCC4)C3=O)ccc12	-1.1	i	0.1
Cc1ccc(C)n1-c1c(C(=O)NN)cnn1-c1ccccc1	-1.2	i	-0.8
O=C(COc1ccccc1F)Nc1nnc(C2CCCC2)s1	-0.55	i	0.2

Compound profiles, from the list above. Order of screens: Kir21 block, KCNQ2 block, STK33 kinase inh
`CC(C)C(NS(=O)(=O)c1cccc2nsnc12)C(=O)N1CCc2ccccc2C1` (stereo not given) across the screens: -1.7, i, 0.4
`C=CCN1C(=O)CSC1=Nc1ccc(O)cc1` across the screens: 1.5, i, -1.3
